Source: PubChem (several laboratories)
NS3 helicase inh = inhibitors of HCV NS3 helicase, primary screen, biochemical, Cy5 molecular beacon fluorescence | NS3 helicase DNA unwinding | Hepatitis C virus NS3 helicase | inhibition, % at 10.9 µM | AID 1800, 2009 | 0.56% of 290,000 active;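 active = inhibition above the mean of all tested compounds plus 3 SD, set per campaign, cut at about 35% in these data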;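 also: 0% = DMSO wells and 100% = thioflavine S control wells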
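Assay system – hepatitis C virus NS3 helicase domain fragment enzyme · Buffer or medium – MOPS pH 6.5, MgCl2, DTT, Tween20, BSA · Reagent – Cy5/quencher beacon DNA duplex and ATP to start · Compound – single 10.9 µM dose · Timing – 1 h at 25 °C · Technique – Cy5 beacon fluorescence read at start and 1 h · Measure – % inhibition of unwinding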
CRFBP-R2 agonist = agonists of CRF-BP/CRF-R2 complex, primary screen, cell-based, HEK293, calcium dye fluorescence, uHTS. calcium dye fluorescence (FLIPR); percent of saturating CRF peptide response. CRF-binding protein / CRF receptor 2 complex (human). 0.46% of 350,000 active. activation, % at 13.2 µM. AID 588473, 2011;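 active = activation of at least 50%, plus an integration ratio under a set limit after plate pattern correction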;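 also: plate controls were neutral control wells without compound for no effect and CRF at EC100 for full effect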
CRFR2-BP antag = antagonists of CRF-BP/CRF-R2 complex, primary screen, cell-based, HEK293, calcium dye fluorescence, uHTS; CRF-induced calcium fluorescence; 0.59% of 350,000 active; inhibition, % at 11.8 µM;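 active = inhibition of the ligand-induced calcium signal above about 50% at the single tested concentration, limit read from the data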
DNA FID counter = compounds displacing fluorescent DNA intercalator, primary screen, artefact control for HCV NS3 helicase inhibitor project, biochemical, FID fluorescence. DNA fluorescent intercalator displacement. 0.17% of 290,000 active. inhibition, % at 7.9 µM; in the data active = inhibition above about 37%;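 also: 0% = vehicle and 100% = reference compound; higher means more ethidium bromide displaced from hairpin DNA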
GalR3 antagonist = GalR3 antagonists in HEK293 cells, primary screen, cell-based, fluorescence readout. Galanin receptor type 3 (Homo sapiens), O60755. inhibition, % at 3 µM. HEK293 GalR3-CNG cAMP membrane potential fluorescence; galR3 body fused to GalR1 C-terminus. 0.44% of 360,000 active;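 active = inhibition above the screen-wide average plus 3 SD, cut at about 13% in these data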;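 also: forskolin and galanin both at EC90 stimulate the cells; cAMP rise reported by CNG channel membrane potential dye signal; 0% = forskolin plus galanin with DMSO and 100% = forskolin alone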
Target sequence (O60755 1-299 limits assumed): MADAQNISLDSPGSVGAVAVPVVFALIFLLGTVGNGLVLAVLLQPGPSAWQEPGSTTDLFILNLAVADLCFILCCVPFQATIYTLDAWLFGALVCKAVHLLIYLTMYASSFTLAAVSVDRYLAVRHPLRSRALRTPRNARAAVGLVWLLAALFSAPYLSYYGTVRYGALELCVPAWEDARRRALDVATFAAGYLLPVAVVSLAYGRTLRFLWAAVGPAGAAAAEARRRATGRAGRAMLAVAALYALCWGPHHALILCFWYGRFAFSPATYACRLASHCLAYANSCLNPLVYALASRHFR
MEKK3 PB1 HTS = modulators of MEKK3-MEK5 PB1 binding, primary screen, biochemical, wildtype MEKK3, multiplex bead flow cytometry, Alexa488-MEK5. Mitogen-activated protein kinase kinase kinase 3 (Homo sapiens), Q99759. bead-based flow cytometry, Alexa488-MEK5 binding to MEKK3; actives lie on both sides; 0 = blocked by unlabeled MEK5, 100 = vehicle. binding response (% of control), % at 10 µM. 1.4% of 290,000 active;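 active = binding response more than 3 SD above or below the average of its plate-row segment, actives on both sides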;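 also: Alexa488 bead fluorescence after subtracting the streptavidin-only scavenger bead signal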
Target sequence (Q99759 whole entry, looked up): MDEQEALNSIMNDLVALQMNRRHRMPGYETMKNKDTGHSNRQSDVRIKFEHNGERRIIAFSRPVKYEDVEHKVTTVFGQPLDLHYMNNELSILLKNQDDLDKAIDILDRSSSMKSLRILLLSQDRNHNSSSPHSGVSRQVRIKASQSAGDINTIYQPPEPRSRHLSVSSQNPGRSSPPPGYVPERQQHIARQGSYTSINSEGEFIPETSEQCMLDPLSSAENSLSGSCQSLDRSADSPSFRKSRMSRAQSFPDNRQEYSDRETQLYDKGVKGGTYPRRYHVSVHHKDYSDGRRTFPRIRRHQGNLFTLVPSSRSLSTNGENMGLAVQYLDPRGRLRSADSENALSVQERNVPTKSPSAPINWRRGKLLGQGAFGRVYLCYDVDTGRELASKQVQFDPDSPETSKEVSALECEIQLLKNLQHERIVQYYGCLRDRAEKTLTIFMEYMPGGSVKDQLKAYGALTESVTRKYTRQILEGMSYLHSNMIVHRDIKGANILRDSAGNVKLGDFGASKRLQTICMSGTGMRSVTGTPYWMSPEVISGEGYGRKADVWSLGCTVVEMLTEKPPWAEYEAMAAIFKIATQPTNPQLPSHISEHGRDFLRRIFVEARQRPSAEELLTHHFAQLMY
SUMO HTRF inh = inhibitors of in vitro SUMOylation cascade, primary screen, biochemical, HTRF, uHTS; HTRF SUMOylation assay, SAE1/SAE2 + UBC9; SUMO-conjugating enzyme UBC9 (Homo sapiens), P63279; inhibition, % at 35 µM; AID 2006, 2009; 0.36% of 290,000 active; in the data active = inhibition above about 50%, passing the limit was not always enough; also: strong numbers were not always called active
Target sequence (P63279 whole entry, looked up): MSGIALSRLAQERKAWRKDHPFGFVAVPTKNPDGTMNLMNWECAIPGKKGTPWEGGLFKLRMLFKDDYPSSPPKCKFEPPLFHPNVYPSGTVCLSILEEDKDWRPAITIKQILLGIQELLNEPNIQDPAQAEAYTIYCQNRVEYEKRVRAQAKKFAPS
MEKK2 mut-MEK5 = MEK5 binding signal on mutant MEKK2 PB1, primary screen, biochemical, multiplex bead flow cytometry, Alexa488-MEK5; Alexa488-MEK5 binding to MEKK2 mutant; percent response, % at 10 µM; 0.35% of 290,000 active; AID 1530, 2009; in the data active = percent response above about 24%, passing the limit was not always enough; also: inactives centre near 1; some results filed as inactive read as strong as hits; reference of the scale not given here
MEKK2 WT-MEK5 = modulators of MEK5 binding to wildtype MEKK2, primary screen, biochemical, multiplex bead flow cytometry, Alexa488-MEK5 | Mitogen-activated protein kinase kinase kinase 2 (Homo sapiens), Q9Y2U5 | Alexa488-MEK5 binding to MEKK2 WT; actives lie on both sides | binding response (% of control), % at 10 µM | 1.1% of 290,000 active; in the data active = binding response below about 67% or above about 130%
The depositor's hits bear a star; · = no result given. Some of the compounds tested, so the mix of outcomes need not match the whole.

SMILES | NS3 helicase inh | CRFBP-R2 agonist | CRFR2-BP antag | DNA FID counter | GalR3 antagonist | MEKK3 PB1 HTS | SUMO HTRF inh | MEKK2 mut-MEK5 | MEKK2 WT-MEK5
CCOc1ccc(-c2c(C(=O)N/N=C/C3CC=CCC3)nnn2-c2nonc2N)cc1 (stereo unspecified) | -5 | 1.4 | -8 | -16 | -6 | 102 | 5 | 2 | 99
CC1(C)Cc2cccc(OCC(=O)Nc3nccs3)c2O1 | 2 | -2.1 | 4 | -12 | -6 | 92 | 3 | -8 | 90
COC(=O)c1cccc(NC(=S)Nc2ccc(Cl)c(Cl)c2)c1 | -6 | 2.5 | 2 | 0 | -2 | 98 | -2 | 1 | 106
COc1ccc(/C=N/NC(=O)c2ccc(Br)cc2)c(OC)c1 | -3 | -8.0 | 0 | -14 | 2 | 105 | 16 | 7 | 99
CC(=O)/C(=N/Nc1ccccc1[N+](=O)[O-])N1CCCc2ccccc21 | -10 | -1.5 | 20 | -3 | -7 | 100 | -8 | -3 | 98
O=C(CCNC(=O)c1ccc(Cl)cc1)Nc1ccc(F)cc1F | 1 | 1.5 | 1 | -4 | -6 | 93 | -2 | -1 | 98
CSCCC(NC(=O)c1ccc(Cl)cc1Cl)C(=O)NCc1ccccn1 (stereo unspecified) | -1 | -0.2 | 2 | -20 | -3 | 95 | 8 | 3 | 94
O=C(CCc1c[nH]c2ccccc12)OCc1cccc([N+](=O)[O-])c1 | 4 | -0.4 | 12 | -2 | -9 | 96 | 10 | 1 | 95
O=C(CCCOc1ccccc1)N1CCN(S(=O)(=O)c2cccs2)CC1 | -8 | -1.7 | -2 | -10 | 1 | 106 | 12 | 5 | 104
COc1ccc(S(=O)(=O)CCC(=O)NCCc2cccc(C)c2)cc1 | 6 | -2.5 | 8 | -10 | -1 | 102 | 15 | 7 | 107

4 compounds from above with just CRFBP-R2 agonist and CRFR2-BP antag.
smiles | CRFBP-R2 agonist | CRFR2-BP antag
CC(=O)/C(=N/Nc1ccccc1[N+](=O)[O-])N1CCCc2ccccc21 | -1.5 | 20
COC(=O)c1cccc(NC(=S)Nc2ccc(Cl)c(Cl)c2)c1 | 2.5 | 2
COc1ccc(/C=N/NC(=O)c2ccc(Br)cc2)c(OC)c1 | -8.0 | 0
O=C(CCNC(=O)c1ccc(Cl)cc1)Nc1ccc(F)cc1F | 1.5 | 1

(cont.)
SMILES | NS3 helicase inh | CRFBP-R2 agonist | CRFR2-BP antag | DNA FID counter | GalR3 antagonist | MEKK3 PB1 HTS | SUMO HTRF inh | MEKK2 mut-MEK5 | MEKK2 WT-MEK5
COc1cc(C(=S)N2CCOCC2)ccc1OS(=O)(=O)c1ccc(NC(C)=O)cc1 | -3 | 0.2 | -5 | -4 | -4 | 115 | -5 | 0 | 106
O=C(CSc1nnc(-c2ccccc2Cl)n1Cc1ccco1)Nc1ccc2c(c1)OCCO2 | -14 | -0.9 | -3 | -33 | 0 | 101 | 1 | 15 | 99
O=C(NCCOc1nc(N2CCOCC2)nc(N2CCOCC2)n1)Nc1ccccc1 | 6 | -0.1 | -5 | -5 | 0 | 106 | 26 | 4 | 110
CCOc1cc2[nH]c(=S)n(CC3CCCN3CC)c(=O)c2cc1OCC (stereo unspecified) | 5 | -1.8 | 4 | 5 | 2 | 103 | 19 | 2 | 104
Cc1cccc(N2C(=O)CC(SC(N)=Nc3ccccc3)C2=O)c1 (stereo unspecified) | -11 | 0.2 | 2 | -19 | 1 | 96 | 12 | -9 | 87
CSc1cccc(NS(=O)(=O)c2cc(Br)cnc2N)c1 | -10 | -0.5 | -11 | 10 | -8 | 97 | · | -6 | 93
O=C1CCC(=O)N1CCc1c[nH]c2ccccc12 | 13 | -3.0 | 15 | 5 | -1 | 105 | 25 | 10 | 105
Cc1ccc(NC(=O)CS(=O)CC(=O)NC(C)CCc2ccco2)cc1Cl (stereo unspecified) | 7 | -3.7 | -17 | -18 | -6 | 101 | -15 | 4 | 105
CCCCN(CCCC)CCCNC(=O)C1CC(c2ccc(C(F)(F)F)cc2)=NO1 (stereo unspecified) | · | 1.8 | -9 | · | 4 | 99 | 10 | 6 | 101
O=S(=O)(c1ccc2ccccc2c1)N1CCOCC1 | -7 | -0.5 | 0 | -5 | -9 | 101 | 8 | -3 | 101
CN1C(=O)/C(=N\OC(=O)c2ccccc2Cl)c2ccccc21 | 1 | 0.5 | -1 | 2 | -3 | 101 | 27 | 1 | 104
COc1ccc(S(=O)(=O)NCc2ccc(C(=O)N3CCN(Cc4ccccc4)CC3)cc2)cc1 | -11 | 13 | -5 | -15 | 0 | 94 | · | -10 | 98
CC1(C)C2CCC1(CS(=O)(=O)N1CCC(C(=O)O)CC1)C(=O)C2 (stereo unspecified) | -1 | -0.2 | -5 | -5 | -4 | 99 | 12 | -1 | 100
CCNC(=S)N1CCC(C(=O)c2ccc3c(c2)OCCO3)CC1 | 10 | -1.6 | 11 | -2 | -3 | 107 | 18 | 4 | 102
c1ccc(CN2CCN(Cc3c[nH]c4ccccc34)CC2)cc1 | -12 | 1.2 | -12 | 5 | -10 | 99 | -9 | 2 | 109
O=S(=O)(Nc1ccc(Cc2ccncc2)cc1)c1ccc(Br)s1 | -10 | 0.8 | -3 | -12 | -5 | 104 | 0 | 4 | 105
Cc1ccccc1CS(=O)(=O)Cc1ccc(C(=O)NC2CCCCC2)o1 | 1 | 19 | -19 | -32 | -5 | 100 | · | -1 | 102
C[C@@H]1OC(Nc2ccc(N=Nc3ccccc3)cc2)[C@H](O)[C@H](O)[C@H]1O (stereo partly specified) | -10 | -0.6 | 22 | -2 | -2 | 101 | 6 | 17 | 103
COc1ccc(NC(=O)C2CCCN(S(C)(=O)=O)C2)c(OC)c1 (stereo unspecified) | 0 | -1.2 | 7 | -2 | -9 | 106 | 3 | 8 | 105
CCn1c(SCC#N)nc2cc(S(=O)(=O)N3CCOCC3)ccc21 | 6 | -0.6 | 12 | -6 | -1 | 104 | -5 | 6 | 105
COc1ccc(NS(=O)(=O)c2ccc3c(c2)NC(=O)CC(=O)N3)cc1OC | 1 | -0.3 | -5 | -4 | -2 | 102 | 8 | 1 | 102
COc1ccc(S(=O)(=O)c2c(O)c3ccc(C(=O)Nc4cccc(F)c4)cc3[nH]c2=O)cc1 | 6 | -0.2 | 7 | -44 | 4 | 99 | 20 | -3 | 98
O=C(NC(C(=O)c1ccccc1)N1CCCCCC1)c1ccco1 (stereo unspecified) | -6 | 1.7 | -10 | -3 | -4 | 106 | -6 | 36 | 127
COc1cc([C@H]2[C@@H]3CCCC[C@]3(O)CCN2Cc2ccccc2F)ccc1O | -4 | 0.7 | -40 | -1 | -3 | 118 | 4 | 6 | 112
Cc1cccc(C(=O)NCc2nnc(SCC(=O)Nc3nncs3)n2C)c1 | 4 | 1.4 | 3 | -14 | -2 | 99 | -4 | 0 | 101
Cc1cc(C=O)c(C)n1-c1ccc2c(c1)OCO2 | 5 | 1.4 | -8 | -4 | -2 | 103 | 8 | -2 | 97
Cc1cccc(NC(=S)N(C)C2(c3ccccc3Cl)CCCCC2=O)c1 (stereo unspecified) | 10 | -0.6 | 19 | -12 | -9 | 99 | -9 | 7 | 103
Cc1ccc(C(C(=O)NCc2ccco2)N(C(=O)Cn2nnc3ccccc32)c2ccccc2)o1 (stereo unspecified) | 0 | 1.7 | 3 | -8 | 5 | 100 | 2 | -1 | 100
Nc1c(N2CCN(c3ccccc3)CC2)c2ccccc2oc1=O | 2 | -1.4 | -4 | -2 | 0 | 103 | 18 | 5 | 108
O=c1oc2ccccc2nc1/C=C(\O)c1ccc(Br)cc1 | 14 | 47 | -25 | -9 | · | 91 | -11 | -8 | 81
COC(=O)CSc1nc2cc(OC)ccc2n1C | 8 | -0.4 | -7 | 2 | 0 | 102 | -6 | 5 | 99
CC1CCN(C(=O)CCc2ccc(S(=O)(=O)NC(C)(C)C)cc2)CC1 | 11 | -1.3 | 14 | -19 | 0 | 90 | -12 | -2 | 95
C1CCCCCC(=NNc2nn[nH]n2)CCCCC1 | -1 | -0.5 | -9 | -1 | -1 | 103 | 19 | -1 | 98
CCCCCCCCS(=O)CCC(=O)O (stereo unspecified) | 8 | 0.9 | -2 | 1 | -2 | 115 | -11 | -3 | 103
S=C(NCc1ccco1)Nc1ccc(Oc2ccccc2)cc1 | -5 | -1.1 | 6 | -6 | -5 | 100 | 28 | -5 | 98
CN(CCC#N)c1ncnc2scc(-c3ccccc3)c12 | 1 | 0.5 | -4 | -14 | -2 | 104 | -9 | 15 | 104
CSc1ccccc1C(=O)Nc1cc(C)ccc1C | -14 | -1.2 | 5 | -1 | -4 | 99 | 13 | 0 | 103
COCCN1CC(=O)N2C(c3cccc(OC)c3)c3[nH]c4ccccc4c3C[C@H]2C1=O (stereo partly specified) | -9 | 11 | -51 | -26 | -11 | 100 | -3 | -1 | 100
CC[n+]1c(C=C2C=C(C)OC(C)=C2)sc2ccccc21 | -1 | -1.5 | -14 | 6 | -3 | 100 | 3 | -2 | 100
O=C(c1ccccc1S(=O)(=O)NCC(O)COc1ccc([N+](=O)[O-])cc1)N1CCCCC1 (stereo unspecified) | 4 | 3.4 | 3 | -17 | -5 | 103 | -17 | 2 | 102
COc1ccccc1NC(=O)N(CCCN1CCOCC1)Cc1cc2cc3c(cc2[nH]c1=O)OCO3 | · | -0.1 | -8 | · | -2 | 99 | 10 | 3 | 103
O=C(OCC(=O)C12CC3CC(CC(C3)C1)C2)c1cccnc1 | 16 | -5.7 | -2 | -3 | -1 | 103 | 13 | -1 | 104
O=c1c(/C=N\NS(=O)(=O)c2ccccc2)coc2ccc(Cl)cc12 | -8 | 2.8 | -6 | -13 | -3 | 102 | -6 | 2 | 99
O=C(c1cccc(N2C(=O)C3C4C=CC(C4)C3C2=O)c1)N1CCN(c2ccccc2F)CC1 (stereo unspecified) | 6 | 0.7 | -2 | -44 | -1 | 101 | -4 | 0 | 103
Cc1ccc(S(=O)(=O)N2CCN(C(=O)c3sccc3-c3ccccc3)CC2)cc1 | 3 | -1.0 | -6 | -50 | -4 | 103 | -15 | 2 | 100
CCCCn1c(N)c(N(CC)C(=O)c2cccc(OC)c2)c(=O)[nH]c1=O | 2 | 1.9 | -10 | 5 | -5 | 103 | 1 | -1 | 102
CCCCCSc1nncc(=O)[nH]1 | -9 | -2.0 | 19 | 2 | -4 | 101 | 3 | 0 | 101
O=C(NCC1CCCO1)c1c(O)c2c([nH]c1=O)CCCC2 (stereo unspecified) | -6 | -1.1 | 1 | -3 | 2 | 106 | 14 | 2 | 104
